High-throughput results: PubChem, Sanford-Burnham Center for Chemical Genomics
tim10-1 inh – tim10-1 yeast growth inhibition. inhibition, % at 20 µM. hit rate 2.2% among 330,000. AID 463190. S. cerevisiae tim10-1 ts strain growth, BacTiter-Glo, 24 h;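 active = inhibition of at least 40%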;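 also: mutant grown at 25 °C; 0% = DMSO wells with yeast and 100% = wells holding no yeast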
TIM10 inh – TIM10 yeast growth inhibition; hit rate 1.4% among 330,000; inhibition, % at 10 µM; S. cerevisiae TIM10 strain growth, BacTiter-Glo luminescence, 24 h;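 active = inhibition of 40% or more at the single tested concentration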;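 also: wild-type TIM10 isogenic control strain grown at permissive 25 °C; 0% = DMSO yeast wells and 100% = minimal medium wells without yeast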
tim23-1 inh – growth inhibitors of tim23-1 mutant yeast | inhibition, % at 20 µM | hit rate 1.3% among 330,000 | S. cerevisiae tim23-1 growth, BacTiter-Glo luminescence, 24 h;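 active = growth inhibition of the mutant yeast at or above 50%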;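 also: temperature-sensitive mutant grown at 25 °C; plate controls were DMSO-treated mutant yeast for no effect and medium wells lacking yeast for full effect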
GRIN3A LBD mod – modulates the human NR3A ligand-binding domain; NR3A LBD differential scanning fluorimetry, Tm shift; 0% = protein alone, 100% = glycine-bound protein; Tm shift relative to glycine control, % at 25 µM; hit rate 2.5% among 340,000;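 active = melting temperature shift of at least 10% of the positive control shift, at one fixed dose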
MPTP inh – permeability transition pore inhibition | isolated mouse mitochondria, Ca2+ swelling absorbance, 30 min | inhibition, % at 10 µM | hit rate 1.4% among 360,000 | AID 602449;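 active = inhibition of 50% or more, scaled per plate between neutral and stimulator controls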;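 also: 0% = DMSO wells given calcium and 100% = 1 mM EGTA wells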
APJ agonist – APJ receptor agonism; P35414; CHO-K1 APJ PathHunter beta-arrestin, luminescence; 0% DMSO wells, 100% apelin; activation, % at 20 µM; hit rate 0.11% among 330,000;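 active = activation more than six SD over the plate average, tested at 20 µM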;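 also: 0% = DMSO alone and 100% = apelin-13 at 10 nM; some results filed as inactive read as strong as hits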
Target sequence (P35414 whole entry, looked up): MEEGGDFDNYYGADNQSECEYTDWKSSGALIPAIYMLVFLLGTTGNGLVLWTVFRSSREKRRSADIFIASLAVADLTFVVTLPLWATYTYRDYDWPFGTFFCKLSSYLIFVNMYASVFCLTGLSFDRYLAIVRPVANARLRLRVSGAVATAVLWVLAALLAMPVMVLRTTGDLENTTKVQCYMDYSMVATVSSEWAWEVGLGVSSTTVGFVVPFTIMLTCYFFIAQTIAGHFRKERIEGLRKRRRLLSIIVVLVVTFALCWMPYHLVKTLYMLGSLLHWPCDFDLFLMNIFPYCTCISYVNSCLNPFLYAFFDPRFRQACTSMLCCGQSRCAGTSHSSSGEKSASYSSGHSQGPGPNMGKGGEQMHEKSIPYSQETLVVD
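Assay system: CHO-K1 APJ beta-arrestin complementation cell line / Compound: single test compound dose, 20 µM final, 1% DMSO / Times: overnight seeding, 90 min compound at 25 °C, 1 h detection / Technique: beta-gal luminescence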
NLRP3 yeast inh – blocks the NALP3 inflammasome reconstituted in yeast; Yeast reconstituted NLRP3/ASC/caspase-1, beta-gal luminescence, 24 h; inhibition, % at 10 µM; hit rate 0.39% among 330,000; AID 2825;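 active = inhibition of 50% or more; inactive = inhibition below 50%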;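 also: plate controls were induced DMSO wells for no effect and uninduced yeast grown without galactose for full effect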
beta cell repl – induces beta-cell replication in MIN6 cells; MIN6 cells proliferation, ATPlite luminescence, 48 h; cells starved in 0.2% serum; 100% = growth in 10% serum; proliferation, % at 10 µM; hit rate 0.29% among 330,000; AID 2380;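 active = compounds whose signal lies at least 3.5 SD above the mean of all wells on their plate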;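 also: 0% = DMSO-treated cells in low-serum medium and 100% = 10% serum control; some compounds called inactive have numbers as strong as hits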
APJ antagonist – antagonists of human APJ apelin receptor. P35414. CHO-K1 APJ beta-arrestin complementation, luminescence. inhibition, % at 20 µM. hit rate 0.32% among 330,000;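 active = inhibition above about 40% at 20 µM, limit read from the data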;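 also: cells challenged with 10 nM apelin-13 agonist together with compound; plate controls were apelin-13 plus DMSO wells for no effect and DMSO wells lacking apelin-13 for full effect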
* marks the source's active call; other numbers are inactive results; / = not tested or not shown.

Field names: A = tim10-1 inh; B = TIM10 inh; C = tim23-1 inh; D = GRIN3A LBD mod; E = MPTP inh; F = APJ agonist; G = NLRP3 yeast inh; H = beta cell repl; I = APJ antagonist
CCOC(=O)c1ccc2ncc(C(=O)OCC)c(NCCN3CCOCC3)c2c1
  A = -2	B = 1	C = 23	D = -1	E = -1.4	F = -2	G = 23	H = -2	I = 8

Nc1[nH]c(N=NC(=O)c2ccc(F)cc2)c2ccccc12
  A = 6	B = 1	C = 0	D = -1	E = -15	F = -1	G = -5	H = 0	I = 14

O=C(CCc1ccccc1)Nc1cccc(NC(=O)CCc2ccccc2)c1
  A = 15	B = 10	C = 17	D = -10	E = -0.2	F = -3	G = -17	H = -4	I = -10

N/C(=N\NS(=O)(=O)c1ccccc1Cl)c1ccccn1
  A = -18	B = -5	C = 5	D = -1	E = -0.6	F = -3	G = -6	H = -2	I = 10

CCOc1ccc(C(=O)CCN2CCCCC2)cc1
  A = 27	B = -6	C = 19	D = 2	E = -0.5	F = -1	G = 16	H = -6	I = 8

CC1CCN(S(=O)(=O)c2ccc(NC(=O)Cc3ccccc3)cc2)CC1
  A = 16	B = 28	C = 34	D = -2	E = 18	F = 0	G = 9	H = -1	I = -18

COc1ccc(C2/C=C\CN(C(=O)OCC3c4ccccc4-c4ccccc43)CC(=O)N2Cc2cccc(F)c2)cc1 (centres undefined)
  A = 17	B = 4	C = 24	D = 2	E = 1.4	F = /	G = /	H = /	I = /

COc1ccc(CCNC(=O)Cn2cnc3c2c(=O)n(C)c(=O)n3C)cc1OC
  A = 4	B = 10	C = -10	D = 1	E = 0.1	F = -7	G = -5	H = 1	I = 9

O=C(CNc1cccc(Cl)c1)c1ccc(Br)cc1
  A = -5	B = 4	C = 8	D = 1	E = -0.4	F = -12	G = 21	H = -3	I = 69*

CC1CCCCN1C(=O)CSc1nc2cc3c(cc2c(=O)n1Cc1ccc2c(c1)OCO2)OCO3 (centres undefined)
  A = 24	B = 8	C = 22	D = -3	E = 6.2	F = -1	G = 3	H = 0	I = 55*

CCSC(=Nc1ccccc1)N1CCOCC1
  A = -21	B = -16	C = 0	D = -2	E = 1.7	F = -2	G = 17	H = -2	I = 5

CCCCCC#CCC#CCC#CCC#CCCCC(=O)O
  A = 11	B = 4	C = 11	D = /	E = /	F = -4	G = 2	H = -3	I = 2

COC(Cc1n[nH]c(=S)n1-c1ccc(Cl)cc1)OC
  A = 12	B = -3	C = 0	D = 1	E = 0.2	F = -3	G = 12	H = -1	I = 8

COc1ccc(C(C)(C)C)cc1NC(=O)CCc1c(C)noc1C
  A = 8	B = -2	C = 18	D = -6	E = -0.4	F = -3	G = 5	H = 2	I = -13

CCCn1c(CNC(=O)c2ccccc2)nc2ccccc21
  A = 22	B = 11	C = 5	D = 0	E = -2.3	F = -2	G = 16	H = 0	I = -2

CN1CCN(c2ccccc2/C=C2/C(=O)Nc3ccccc32)CC1
  A = 18	B = -11	C = 20	D = -1	E = 0.1	F = -1	G = 28	H = -4	I = -1

O=C(C1CCC1)N1CCc2cc(S(=O)(=O)NCc3ccco3)ccc21
  A = 3	B = 7	C = 21	D = 1	E = -1.2	F = 5	G = 17	H = 0	I = 11

O=C(COc1ncnc2scc(-c3ccccc3)c12)NC1CCCc2ccccc21 (centres undefined)
  A = 18	B = 10	C = 3	D = 5	E = -0.7	F = 3	G = 3	H = -4	I = 1

O=S(=O)(Nc1cc(S(=O)(=O)N2CCOCC2)ccc1N1CCCC1)c1cccs1
  A = 10	B = 5	C = 17	D = -1	E = -1.3	F = -1	G = 9	H = 1	I = 8

Cc1nnc(SCC(=O)NC(=O)NCc2ccco2)s1
  A = -2	B = 9	C = 11	D = -1	E = 1.3	F = -2	G = 16	H = -1	I = 16

Cc1nccn1CCCN1C(=O)CNC1=S
  A = 6	B = 12	C = 9	D = 3	E = 1.3	F = -2	G = -11	H = -2	I = -2

O=C(COC(=O)c1ccc2c(c1)OCO2)Nc1nc(-c2ccccc2)cs1
  A = -12	B = -19	C = -20	D = 1	E = -0.4	F = -3	G = -13	H = 0	I = 24

COc1ccc(NC(=O)CN2C(=O)NC3(CC(C)CC(C)(C)C3)C2=O)cc1S(=O)(=O)N1CCCCC1 (centres undefined)
  A = 5	B = 20	C = 13	D = 0	E = -1.4	F = -3	G = -3	H = -4	I = -57

CCCNC(=O)N1CCCC(C(=O)c2cccc(Cl)c2)C1 (centres undefined)
  A = 0	B = -10	C = -2	D = -1	E = -1.8	F = -1	G = 15	H = -3	I = 9

Cc1nnc(SCC(=O)NC2CCS(=O)(=O)C2)n1-c1ccccc1 (centres undefined)
  A = 12	B = 8	C = 0	D = -3	E = -0.2	F = -1	G = -2	H = 0	I = 2

COC(=O)COc1ccc2oc(=O)cc(-c3cc4cccc(OC)c4o3)c2c1
  A = 26	B = 3	C = 19	D = -3	E = -1.0	F = 2	G = 5	H = -2	I = -12

c1cnc2nc(CSc3ncn[nH]3)cn2c1
  A = -17	B = 14	C = 8	D = 1	E = -1.2	F = -3	G = 4	H = -1	I = 3

COc1ccccc1NS(=O)(=O)c1ccc2oc(SCc3ccc(C#N)cc3)nc2c1
  A = 31	B = 18	C = 24	D = -1	E = 17	F = 4	G = 16	H = 0	I = -2

COc1ccccc1CC(=O)Nc1ccc(S(=O)(=O)N2CCCCC2)cc1
  A = 20	B = 3	C = 18	D = -3	E = -0.2	F = -4	G = 21	H = 0	I = 12

CCOc1ncccc1C(=O)Nc1nc(C(C)(C)C)cs1
  A = 31	B = 22	C = 20	D = -2	E = 1.1	F = -2	G = -7	H = -3	I = -19

c1cc(-c2cn(C[C@H]3CC[C@@H]([C@@H]4CC[C@H](Cn5cc(-c6ccsc6)nn5)O4)O3)nn2)cs1
  A = 12	B = -8	C = 18	D = 0	E = -0.5	F = -5	G = -1	H = 5	I = -61

COc1ccc(N(CC(=O)NCc2ccc(F)cc2)C(=O)Cn2nnc(-c3ccc(C)o3)n2)cc1OC
  A = -19	B = 7	C = 8	D = -1	E = 1.4	F = -1	G = -7	H = 0	I = 19

CNc1nc(-c2c[nH]c3ccccc23)cs1
  A = -5	B = 12	C = 9	D = -7	E = -0.8	F = 1	G = 9	H = -1	I = -6

CN(Cc1ccccc1)C(=O)Nc1ccc(Cl)cc1
  A = 8	B = 13	C = 24	D = -1	E = 7.8	F = 0	G = 9	H = -2	I = -1

COc1cccc(C(=O)NC(=S)Nn2cnnc2)c1OC
  A = 5	B = 15	C = -12	D = 3	E = -3.1	F = -3	G = -10	H = 1	I = -5

CCC(=O)Nc1ccc(N2CCN(Cc3ccccc3F)CC2)cc1
  A = 19	B = -14	C = -16	D = 1	E = 0.1	F = -2	G = 11	H = 0	I = -9

Cc1cc(NC(=O)CSCC(=O)OCC(=O)c2cccc(Br)c2)no1
  A = 31	B = 21	C = 15	D = -1	E = -0.3	F = -5	G = 9	H = 0	I = 17

CN1C(=O)c2ccc(C(=O)NC3CCCCC3)cc2C1=O
  A = 4	B = -10	C = -8	D = -1	E = -0.7	F = -7	G = -4	H = -2	I = -2

Cc1ccc(/C=C2/SC(=S)N(CCC(=O)NCCCN3CCOCC3)C2=O)cc1
  A = 1	B = 2	C = 6	D = 1	E = -1.6	F = 3	G = 9	H = 0	I = -8

COc1cc(Cl)ccc1OCc1cc(C(=O)NC2CCc3ccccc32)no1 (centres undefined)
  A = 3	B = -16	C = 0	D = -1	E = 2.9	F = -6	G = 9	H = -5	I = -6

N#C/C(=C\c1ccco1)c1nc2ccccc2s1
  A = -7	B = 19	C = 40	D = -4	E = 10	F = -1	G = 30	H = -3	I = 4

NC(N)=N/N=C/c1ccc(OCc2ccc(Cl)cc2)cc1
  A = -12	B = -29	C = 32	D = -10	E = 4.0	F = 5	G = 41	H = -4	I = -28

O=C(Nc1ccc(Br)c(Br)c1)C1CCCO1 (centres undefined)
  A = -3	B = -19	C = 17	D = -3	E = 0.8	F = -3	G = 16	H = 0	I = -19

O=C(N/N=C/c1c(O)n(Cc2ccccc2)c(=O)c2ccccc12)c1cccnc1
  A = 27	B = 8	C = 7	D = -3	E = 15	F = -1	G = 8	H = -4	I = -9

COc1ccc(C(C)=O)cc1CSC(=N)N
  A = 0	B = 2	C = 5	D = 1	E = -5.4	F = -2	G = 15	H = 0	I = 9

CCCCNC(=O)CCc1c(C)nc2c(c(C)nn2-c2ccccc2)c1C
  A = 16	B = -3	C = 10	D = 2	E = 0.5	F = -1	G = 15	H = -4	I = -5

CC1CCCCN1S(=O)(=O)c1ccc(NC(=O)c2cccs2)cc1 (centres undefined)
  A = 54*	B = 51*	C = 54*	D = -11	E = 4.9	F = -1	G = -1	H = -1	I = 14

O=C(CN1C(=O)NC2(CCCC2)C1=O)Nc1ccc(S(=O)(=O)N2CCOCC2)cc1
  A = 1	B = 13	C = 12	D = -3	E = -0.8	F = -1	G = -2	H = 1	I = -17

CCOC(=O)C(Cc1ccc(N)cc1)N1C(=O)c2ccccc2C1=O (centres undefined)
  A = 19	B = 12	C = 25	D = -3	E = 0.0	F = -3	G = 22	H = 0	I = 14

CC(NC(=O)CNC(=O)c1ccccc1Br)c1cccs1 (centres undefined)
  A = -3	B = 6	C = -2	D = -1	E = 1.1	F = -5	G = 13	H = 6	I = 10

CCn1c(=O)c2cc(C(=O)NCCN3CCOCC3)sc2c2ccccc21
  A = -3	B = 1	C = 1	D = -2	E = -1.4	F = 0	G = -3	H = 4	I = 13

O=C(c1cccs1)N1CCN(Cc2cn[nH]c2-c2ccc(F)cc2F)CC1
  A = 3	B = -1	C = -12	D = 0	E = 0.8	F = 0	G = 15	H = 1	I = 14

O=C(CCc1nnc(COc2ccccc2)o1)NC1(c2ccccc2)CC1
  A = 29	B = 12	C = 9	D = -1	E = -0.7	F = 3	G = -2	H = -6	I = 6

Cc1ccc(N(CCC(=O)O)S(=O)(=O)c2cccc(C(F)(F)F)c2)cc1
  A = 5	B = 8	C = -8	D = -2	E = 1.1	F = 0	G = -17	H = -1	I = 6
